SRC1 TRFRET art: counter-screen for PPARgamma SRC-1 recruitment agonists: TR-FRET artefact | TR-FRET detection artefact counter-screen, emission ratio; active compounds read high | TR-FRET ratio at 8 µM | actives 0.34% (n = 99,000) | AID 1051; in the data active means TR-FRET ratio above about 2300; further: inactives centre near 1800; reference of the scale not given here
SRC3 TRFRET art: counter-screen for PPARgamma SRC-3 recruitment agonists: TR-FRET artefact; PPARgamma/SRC-3 format; active compounds read high; TR-FRET ratio at 8 µM; actives 0.39% (n = 99,000); AID 1048; in the data active means TR-FRET ratio above about 2000; further: inactives centre near 1600; reference of the scale not given here
Numbers without * were called inactive; & = joins results of further samples. These rows are one share of the data; count on the stated rates, not on these rows.

Every second line gives: SRC1 TRFRET art	SRC3 TRFRET art
COc1ccc(NC(=O)CN(C)CC(=O)Nc2cccc(C(F)(F)F)c2)cc1
 : 1795	1588
CC1CC(CC(=O)NNc2nc(-c3ccccc3)cs2)C(=O)O1 (centres undefined)
 : 1904	1306
CCOc1ccc(OCC)c(NC(=O)CCSCCc2ccccn2)c1
 : 1867	1414
CN(C)c1nc(N)c([N+](=O)[O-])c(NCCO)n1
 : 1761	1696
N/C(=N\OC(=O)CCC1CCCC1)c1cccc([N+](=O)[O-])c1
 : 1764	1656
Cc1cc(Nc2ncc(Cl)cc2Cl)n(-c2ccccn2)n1
 : 1758	1531
COc1ccc(OCCC(=O)N2CCOCC2)cc1
 : 1678	1375
COC(=O)CSc1[nH]c2ccc(Br)cc2c1[N+](=O)[O-]
 : 1859	1379
O=S(=O)(c1ccccc1)C1CON(Cc2ccccc2)C1c1ccccc1 (centres undefined)
 : 1857	1398
CC(=N[C@@H]1CCCC[C@H]1N=C(C)c1ccccc1O)c1ccccc1O
 : 2148	1827
O=C(NC1CCCCCC1)C(=S)NC1CCCCC1
 : 1724	1559
O=C(O)c1cc(-c2cccs2)nn1-c1ccccc1
 : 1879	1710
Cc1ccccc1NC(=S)NCCc1ccccc1
 : 1611	1595
O=C(c1ccccn1)N1CCN(S(=O)(=O)c2ccc3ccccc3c2)CC1
 : 1948	1539
Cc1cc(Cl)ccc1NC(=S)NCc1ccco1
 : 1863	1800
COc1ccc(Cc2nnc(NC(=O)Cc3cccs3)s2)cc1OC
 : 1597	1532
CCSc1nnc(NC(=O)c2ccccc2C)s1
 : 1616	1655
COc1cccc(CN(C)CC(=O)Nc2cccc(S(N)(=O)=O)c2)c1OC
 : 1767	1406
Cc1[nH]c2ccccc2c1SCC(=O)NC1CCCCC1
 : 1721	1627
CCOc1cc(/C=N/NC(=O)CSc2nnc(C)s2)ccc1OCc1ccccc1Cl
 : 1456	1643
N#Cc1ncc(-c2ccc3c(c2)OCCOCCOCCOCCO3)nc1C#N
 : 1824	1504
S=c1[nH]cc(-c2ccccc2)n1-c1ccccc1Cl
 : 1941	1659
Cc1nonc1C(=O)N/N=C/c1ccc(O)c(O)c1
 : 1821	1661
CCCCOc1ccc(/C=C/C(=O)Nc2ccc(C(N)=O)cc2)cc1
 : 1838	1491
O=C(O)c1ccccc1C(=O)c1ccc(Oc2ccccc2)cc1
 : 1771	1560
COc1ccc(C(=O)Nc2sc(C)c(C)c2CN2CCOCC2)cc1
 : 1643	1435
CCOCCCNc1nc2nc3ccc(C)cn3c(=O)c2cc1C(=O)NCC1CCCO1 (centres undefined)
 : 1780	1702
O=C(COc1ccc2ccccc2c1)NNC(=O)c1ccc([N+](=O)[O-])cc1
 : 1713	1592
CCN(CC)C(=O)N1CCc2ccccc21
 : 1671	1543
COc1cccc(CN(C)Cc2nc(Cc3ccccc3Cl)no2)c1
 : 1586	1620
COc1cccc(/C(O)=C/C(=O)C(=O)Nc2ccc(S(=O)(=O)NC(C)=O)cc2)c1
 : 1738	1605
CC1CCN(C(=O)c2cc3ccccc3c(=O)o2)CC1
 : 1623	1508
OC(COCC(F)(F)C(F)(F)C(F)(F)C(F)F)Cn1c2ccccc2c2ccccc21 (centres undefined)
 : 1482	1573
CCOc1ccc(-c2cc3cc(OC)c(OC)cc3c(C)n2)cc1
 : 1816	1570
Cc1nc2ccc(NC(=O)c3cc([N+](=O)[O-])cc([N+](=O)[O-])c3Cl)cc2s1
 : 1926	1616
CC(C)(C)c1ccc(C(=O)C2CCCN(C(=O)CN3CCCC3=O)C2)cc1 (centres undefined)
 : 1765	1531
CC(=O)NNc1ncnc2c1cnn2-c1ccccc1
 : 2026	1797
Nc1nc(F)nc2c1ncn2[C@@H]1O[C@H](CO)[C@@H](O)[C@@H]1O
 : 1691	1632
CC(=O)NCCCCCCNC(C)=O
 : 1795&1813	1651&1648
CN(C)S(=O)(=O)c1ccc(C(=O)NCCSc2ccc(Br)cc2)cc1
 : 1870	1662
O=C1c2cccnc2Oc2ccc(Cl)cc2N1Cc1ccc(F)cc1
 : 2018	1671
Cc1ccccc1C(=O)NNC(=O)c1ccc(Br)cc1
 : 1795	1655
Cc1cc(NC(=O)CN2CCC(C)CC2)no1
 : 1546	1479
CCC(C)C(NC(=O)C(C)NC(=O)CNC(=O)OC(C)(C)C)C(N)=O (centres undefined)
 : 1877	1676
Cc1ccc(-n2c(SCC(=O)N3Cc4ccccc4CC3C(=O)O)nnc2-c2cccnc2)c(C)c1 (centres undefined)
 : 2057	1779

Next section; it opens with the 4 that closed the last part.
Every second line gives: SRC1 TRFRET art	SRC3 TRFRET art
Cc1ccccc1C(=O)NNC(=O)c1ccc(Br)cc1
 : 1795	1655
Cc1cc(NC(=O)CN2CCC(C)CC2)no1
 : 1546	1479
CCC(C)C(NC(=O)C(C)NC(=O)CNC(=O)OC(C)(C)C)C(N)=O (centres undefined)
 : 1877	1676
Cc1ccc(-n2c(SCC(=O)N3Cc4ccccc4CC3C(=O)O)nnc2-c2cccnc2)c(C)c1 (centres undefined)
 : 2057	1779
CC(=O)c1ccc2c3c(cccc13)C(=O)N(CCc1ccccc1)C2=O
 : 1798	1691
Cc1ccc(C(=O)COC(=O)c2ccc3c(c2)C(=O)N(c2cccc4ncccc24)C3=O)cc1
 : 1936	1666
COc1ccc(CNC(=O)c2onc(C)c2Cl)cc1
 : 1647	1610
CCOC(=O)C1(C)NC(c2cccs2)C2C(=O)N(c3ccc(OC)cc3)C(=O)C21 (centres undefined)
 : 1865	1473
O=C(CSc1nnc2ccccn12)NCCc1ccc(F)cc1
 : 1904	1540
O=C(Cc1ccc([N+](=O)[O-])cc1)N1CCc2ccccc2C1
 : 1923	1672
O=C(CCSCc1ccc(Cl)cc1)NCc1ccco1
 : 1826	1737
Cc1ccc(NS(=O)(=O)c2cc(C(=O)N(C)C)ccc2C)cc1C
 : 1867	1692
CCCCNCC(O)(c1ccc(Cl)cc1)c1ccc(Cl)cc1
 : 1899	1499
CCN(CC)S(=O)(=O)c1ccc(C2=NOC3(C2)N(C)c2ccccc2C3(C)C)cc1 (centres undefined)
 : 1894	1701
COCCn1c(C)cc(C2=NNC(=NC3CC3)SC2)c1C
 : 1771	1552
N#C/C(=C\c1c(N(Cc2ccccc2)Cc2ccccc2)nc2ccccn2c1=O)C(N)=O
 : 1808	1526
CC(=O)C1=C(C)NC(SCC(N)=O)=C(C#N)C1c1ccco1 (centres undefined)
 : 1771	1405
Cc1cc(C)nc(/N=C(\N)Nc2ccc(OCc3ccccc3)cc2)n1
 : 1399	1577
CSc1ccc(/C=N/N2CCN(Cc3ccccc3Cl)CC2)cc1
 : 1704	1584

Reprinted from the part before: 3 entries, then new ones.
Every second line gives: SRC1 TRFRET art	SRC3 TRFRET art
CC(=O)C1=C(C)NC(SCC(N)=O)=C(C#N)C1c1ccco1 (centres undefined)
 : 1771	1405
Cc1cc(C)nc(/N=C(\N)Nc2ccc(OCc3ccccc3)cc2)n1
 : 1399	1577
CSc1ccc(/C=N/N2CCN(Cc3ccccc3Cl)CC2)cc1
 : 1704	1584
O=C1c2ccccc2C2NC(=O)C3(CCCCC3)N12 (centres undefined)
 : 1821	1378
CC(=O)O[C@H]1C2OC(=O)C(C)=C2[C@@H]2OC(=O)[C@]3(CCC4OC41C)OC23 (some centres undefined)
 : 1655	1542
Cc1ccsc1C(=O)OCC(=O)NCC1CCCO1 (centres undefined)
 : 1743	1550
CSC1=NC(C)(C)C=C(/C=C/c2ccc(Cl)cc2Cl)N1
 : 1753	1636
CC(C)NC(=O)C1COc2ccccc2O1 (centres undefined)
 : 1594	1672
CCCCN(C)C(=O)c1nc2ccccn2c1CNCCCn1nnc2ccccc21
 : 1721	1652
COC(=O)C1=C(C)N(Cc2ccco2)C(=O)/C1=C\c1ccc([N+](=O)[O-])cc1
 : 1621	1470
O=C(CCc1ccccc1)NN1C(=O)C2C3C=CC(C3)C2C1=O (centres undefined)
 : 1589	1389
O=C(O)/C(=C\c1cccs1)c1ccccc1
 : 1679	1728
O=C(Nc1ccc(C(=O)O)cc1)/C(=C\C=C\c1ccccc1)NC(=O)c1ccc(Br)cc1
 : 1848	1343
COc1ccc(-c2nn(CCC(=O)O)cc2/C=C2\SC(N)=NC2=O)cc1
 : 1769	1302
COc1ccc(C2C(C(=O)Nc3cccc(OC)c3)c3ccccc3C(=O)N2C)cc1 (centres undefined)
 : 1680	1499
O=C1CC(N2CCN(Cc3ccc4c(c3)OCO4)CC2)C(=O)N1CCc1ccccc1 (centres undefined)
 : 1903	1634
NC(=O)CSc1nnc2n(-c3ccccc3)c(=O)c3c4c(sc3n12)CCCCC4
 : 1514	1610
Cc1ccc(/C=C/C(=O)c2ccccc(=O)c2O)cc1C
 : 1857	1604
CN1/C(=C/C(=O)c2ccc(Cl)cc2)Sc2cc3c(cc21)OCO3
 : 1982	1613
O=C(NNc1nc(-c2ccccc2)c2cc(Br)ccc2n1)c1ccc(S(=O)(=O)N2CCOCC2)cc1
 : 1588	1536
Cc1ncc(CO)c(/C=N/NC(=O)c2cc(Br)ccc2O)c1O
 : 1765	1527
CCOP(=O)(OCC)C(NC(=O)Nc1c(C)cc(C)cc1C)c1ccccc1 (centres undefined)
 : 2041	1464
Cc1n[nH]c(=S)n1-c1cccc(Cl)c1
 : 1570	1526
COc1ccc(C(=O)c2c[nH]cc2-c2ccccc2)cc1
 : 1662	1627
O=C(O)c1cccc(NC(=O)c2cccc(S(=O)(=O)N3CCc4ccccc4C3)c2)c1
 : 1665	1486
Nc1ncnc(Sc2ccccc2)c1[N+](=O)[O-]
 : 1670	1724
COc1cc(C(=O)OCC(=O)NC2CCS(=O)(=O)C2)c([N+](=O)[O-])cc1OC (centres undefined)
 : 2006	1552
COc1ccc2c(C)cc(SCC(=O)Nc3cccnc3Cl)nc2c1
 : 1875	1640
COc1ccc(/C=C/C(=O)O/N=C(\N)c2ccccc2)cc1OC
 : 1838	1560
Cc1ccc(NC(=O)/C=C\C(=O)O)c([N+](=O)[O-])c1
 : 1680	1398
COc1ccc(C2CCN(CC(=O)N(C)C)CC2O)cc1 (centres undefined)
 : 1940	1522
Cc1cc(C)cc(C(=O)NCC(=O)OCC(=O)Nc2ccc(C)cc2Br)c1
 : 1869	1599
Cc1c(Cl)cccc1NC(=S)N1CCOCC1
 : 1859	1663
O=C(c1cccc(Br)c1)N1CCN(S(=O)(=O)N2CCOCC2)CC1
 : 1416	1328
CCn1cc([N+](=O)[O-])c(C(=O)NCc2ccc(Cl)cc2)n1
 : 1682	1406
C=CCN1C(c2ccccc2)=CS/C1=C(/C#N)c1nnc(N2CCOCC2)n1-c1ccccc1
 : 1681	1541
CC(=O)c1cccc(NC(=O)CN(c2ccccc2)S(C)(=O)=O)c1
 : 1564	1359
Cc1ccc(OC(=O)C2c3ccccc3Oc3ccccc32)cc1C
 : 1729	1628
O=C(NCc1ccccc1)C1=C[C@@H](c2ccc(Br)cc2)C[C@@H](OCCCCO)O1
 : 1811	1602
O=C(CSC1=Nc2ccccc2C2CC=NN12)Nc1ccc(F)cc1Cl (centres undefined)
 : 1866	1902
C/C(=N\NC(=O)CCc1ccccc1)c1ccc(Br)cc1
 : 2004	1588
Cn1c(C(=O)N2CCC(C(=O)N3CCOCC3)CC2)cc2sccc21
 : 1457	1457
CCC(C(=O)OCC(=O)Nc1ccc(Cl)c(S(=O)(=O)N(C)C)c1)c1ccccc1 (centres undefined)
 : 1855	1720
O=C1C2C3C=CC(C4CC34)C2C(=O)N1c1ccc2c(c1)OCO2 (centres undefined)
 : 1893	1645
CC1CCCC(NC(=O)C2CCN(S(=O)(=O)N3CCCCCC3)CC2)C1C (centres undefined)
 : 1814	1559
COc1ccc(CCN=C(N)Nc2nc(C)cc(C)n2)cc1
 : 1711	1509
O=C(/C(=N/N=C/c1ccc(O)c(O)c1O)c1ccccc1)c1ccccc1
 : 1778	1666
O=[N+]([O-])c1ccccc1SN(Cc1ccccc1)c1ccccn1
 : 1906	1557
O=C(Nc1nc(-c2cccs2)c(-c2cccs2)s1)C1(c2ccccc2)CC1
 : 1703	1618
CCC1(c2ccc(Cl)cc2)NC(=S)N(c2ccccc2)N1 (centres undefined)
 : 1701	1745
Cc1cccc(N(CC(=O)NC2CCCC2)C(=O)CS(=O)CC(=O)Nc2ccc3c(c2)OCO3)c1 (centres undefined)
 : 1774	1582
Cc1ccccc1S(=O)(=O)Cc1ccc(C(=O)N2CCN(c3cccc(C)c3C)CC2)o1
 : 1747	1644
CCOC(=O)c1c(-c2ccccc2)nnn1-c1nc(OCC)nc(N2CCCCC2)n1
 : 1676	1397
Cc1ccc(NC(=O)CC2C(=O)NCCN2C(=S)Nc2ccccc2)c(C)c1 (centres undefined)
 : 1651	1619
CN(CC(=O)Nc1ccc(N2CCOCC2)cc1)CC(=O)Nc1ccccc1C#N
 : 1749	1704
O=C(N[C@@H](Cc1c[nH]c2ccccc12)C(=O)O)c1ccc(Cl)cc1
 : 1710	1469
Cc1ccc(C(=O)NNC(=O)c2ccccc2-n2cccc2)cc1
 : 1771	1584
O=C(c1ccccc1)c1ccc(COC(=O)c2cnccn2)cc1
 : 1688	1488
Oc1oc(-c2cccc3ccccc23)nc1C=NCc1ccccc1
 : 1979	1704
CC(C)c1ccc(S(=O)(=O)N2CCN(C(=O)c3ccco3)CC2)cc1
 : 1558	1605
CCOC(=O)c1oc2ccccc2c1NC(=O)CN1CCOCC1
 : 1928	1622
COc1ccc(CCNC2=NCCS2)cc1
 : 1737	1200
Fc1cc(F)cc(NC(=S)Nc2ccccc2N2CCOCC2)c1
 : 1884	1478

Further records follow:
Every second line gives: SRC1 TRFRET art	SRC3 TRFRET art
CC1(C)[C@H]2CC=C(CN3CCC(N4CCC(C(=O)N5CCCC5)CC4)CC3)[C@@H]1C2
 : 1740	1448
COc1ccc(/C=N/NC(=S)Nc2ccccc2)cc1
 : 1801	1568
O=C1C(=O)N(Cc2ccccc2)C(=O)N1CCN1C(=O)c2ccccc2C1=O
 : 1696	1479
CCN(CC)c1ccc(N=Cc2c(C)[nH]c3ccccc23)cc1
 : 1884	1970
COc1ccc(S(=O)(=O)N2CCOCC2)cc1NC(=O)Cc1c(Cl)cccc1Cl
 : 1930	1445

Screening results as filed in PubChem BioAssay.
